Assay outcomes deposited in PubChem BioAssay by several laboratories.
LMPTP block = LMPTP (human) inhibition. inhibition, % at 20 µM. recombinant LMPTP-A, OMFP fluorogenic substrate, fluorescence intensity. AID 651560. actives 0.22% (n = 360,000). P24666;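 active means compounds that cut the enzyme signal by at least half of the control window in the single-dose screen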;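 further: plate controls were DMSO wells with enzyme plus substrate for no effect and substrate without enzyme for full effect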
Target sequence (P24666 whole entry, looked up): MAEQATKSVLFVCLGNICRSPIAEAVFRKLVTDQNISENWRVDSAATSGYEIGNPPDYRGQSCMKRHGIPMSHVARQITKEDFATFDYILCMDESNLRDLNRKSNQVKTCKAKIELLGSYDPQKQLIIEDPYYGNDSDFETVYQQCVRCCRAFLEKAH
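Assay system: LMPTP-A phosphatase enzyme | Input: 0.625 nM enzyme | Also added: Fluorogenic phosphatase substrate OMFP at 400 µM final | Compound dosing: One test concentration per compound, 20 µM, with 3% DMSO overall | Schedule: 50 min enzyme reaction at room temperature, protected from light | Signal: Fluorescence intensity | Benchmarks: no-enzyme and uninhibited controls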
Tb MetRS inh = Trypanosoma brucei MetRS inhibition; purified T. brucei MetRS, ATP depletion, Kinase-Glo luminescence; inhibition, % at 11.9 µM; actives 0.4% (n = 360,000);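 active means inhibition above a per-plate cutoff of the control wells' mean inhibition plus 3 SD, cut at about 5.5% in these data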;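 further: 0% = DMSO wells median and 100% = median of wells with control inhibitor compound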
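Assay system: T. brucei methionyl-tRNA synthetase, purified | Medium: HEPES buffer with MgCl2, KCl, DTT, spermine, BSA, pyrophosphatase | Compound: 11.9 µM single point | Incubation: 15 min enzyme-compound preincubation, 2 h reaction, 10 min detection, 25 °C | Measured by: Kinase-Glo luciferase luminescence reporting remaining unconsumed ATP | Measure: % inhibition normalized to control-well medians | Replication: Singlicate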
DNMT1 block = DNMT1 (human) enzyme inhibition | P26358 | AID 588458 | inhibition (reported as % activation of signal), % at 10 µM | DNMT1 molecular beacon, Hinp1I cleavage, fluorescence | actives 0.83% (n = 360,000); in the data active means inhibition above about 50%
NadD inh = blocks S. aureus nicotinate mononucleotide adenylyltransferase. purified NadD enzyme, colorimetric absorbance read-out. inhibition, % at 20 µM. actives 0.78% (n = 360,000); in the data active means inhibition above about 26%; further: some compounds past the cut are filed as inactive
MsrA inhibitor = inhibitors of bovine MsrA. actives 0.75% (n = 360,000). purified bovine MsrA, absorbance read-out. inhibition, % at 15.5 µM; in the data active means inhibition above about 4.5%;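 further: 0% = vehicle wells with enzyme and 100% = reference inhibitor wells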
Scp1 inh = inhibitors of human Scp-1 phosphatase; Q9GZU7; Recombinant Scp1, phosphopeptide, malachite green phosphate absorbance; inhibition, % at 20 µM; actives 0.88% (n = 340,000);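 active means inhibition above about 50% at 20 µM, limit read from the data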;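 further: plate controls were DMSO wells with enzyme for no effect and wells lacking enzyme for full effect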
Target sequence (Q9GZU7 76-261 limits assumed): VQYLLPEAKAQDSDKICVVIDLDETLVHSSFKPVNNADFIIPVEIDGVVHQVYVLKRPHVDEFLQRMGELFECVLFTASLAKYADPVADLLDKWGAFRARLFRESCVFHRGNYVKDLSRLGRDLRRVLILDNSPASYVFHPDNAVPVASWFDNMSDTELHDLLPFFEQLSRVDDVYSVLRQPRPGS
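System: SCP-1 catalytic domain; Reagent: Phospho 17-mer peptide substrate; Doses: one concentration, 20 µM, with 1.0% DMSO; Incubation: 45 min room-temperature reaction, 5 min colour, 30 min stabiliser; Signal: Phosphate-binding colour reagent, absorbance read at 630 nm.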
STEP block = blocks human striatal-enriched tyrosine phosphatase; P54829; recombinant STEP, OMFP fluorogenic substrate, fluorescence; inhibition, % at 20 µM; actives 0.25% (n = 360,000); AID 588621;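 active means inhibition at 20 µM, scaled per plate between control wells, above about 37%, limit read from the data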;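 further: 0% = DMSO with enzyme and substrate and 100% = substrate only without enzyme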
Target sequence (P54829 whole entry, looked up): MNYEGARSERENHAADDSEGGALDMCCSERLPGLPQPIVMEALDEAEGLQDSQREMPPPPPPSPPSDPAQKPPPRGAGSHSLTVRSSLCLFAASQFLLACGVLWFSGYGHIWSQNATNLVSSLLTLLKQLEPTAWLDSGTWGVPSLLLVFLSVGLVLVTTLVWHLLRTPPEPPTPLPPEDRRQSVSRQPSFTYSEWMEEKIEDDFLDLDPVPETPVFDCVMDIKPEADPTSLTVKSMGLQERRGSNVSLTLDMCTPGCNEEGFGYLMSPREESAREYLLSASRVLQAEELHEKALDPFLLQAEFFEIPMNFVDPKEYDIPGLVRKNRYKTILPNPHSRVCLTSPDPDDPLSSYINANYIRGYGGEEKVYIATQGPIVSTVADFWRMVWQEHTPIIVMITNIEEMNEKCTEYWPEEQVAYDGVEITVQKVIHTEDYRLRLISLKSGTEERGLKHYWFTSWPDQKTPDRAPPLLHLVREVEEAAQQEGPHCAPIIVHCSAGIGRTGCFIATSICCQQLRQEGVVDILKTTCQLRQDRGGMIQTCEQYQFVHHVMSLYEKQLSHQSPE
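Material: STEP (striatal-enriched tyrosine phosphatase) enzyme, cell-free; Compound dosing: 20 µM single dose in 1% DMSO; Technique: fluorescence read at 480 nm ex / 540 nm em; Times: reaction 20 min, ambient temperature; Medium: 50 mM Bis-Tris pH 6.0 with 2.5 mM DTT and 0.005% Tween 20; Also added: OMFP at 25 µM.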
Rpn11 inh = Rpn11 (human) deubiquitinase inhibition; O00487; actives 0.59% (n = 360,000); human 26S proteasome, Ub4-pepOG fluorescence polarization; 20S core pre-blocked with epoxomicin; calls only at 20 µM;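 active means inhibition at 20 µM, scaled to each plate's controls, above about 33%, limit read from the data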
SUMO1-SIM PPI = SUMO1-SIM interaction modulation; P63165; inhibition, % at 20 µM; SUMO1 binding to a labelled peptide, TR-FRET, 1 h; actives 0.33% (n = 360,000); in the data active means inhibition above about 37%
Target sequence (P63165 whole entry, looked up): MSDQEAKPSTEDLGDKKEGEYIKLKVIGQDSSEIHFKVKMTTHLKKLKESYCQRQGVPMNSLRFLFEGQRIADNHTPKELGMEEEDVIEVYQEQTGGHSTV
CSN deneddyl inh = CSN deneddylation inhibition. actives 0.38% (n = 360,000). Purified CSN, SCF-Nedd8-OG deneddylation, fluorescence polarization. inhibition, % at 12.5 µM. Q92905;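 active means pattern-corrected inhibition above about 35%, with an unprinted fluorescence ratio check between 0.5 and 1.5, limit read from the data, passing the limit was not always enough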;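 further: 0% = enzyme with substrate and 100% = substrate without enzyme; some results filed as inactive read as strong as hits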
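Assay system: HEK293T-derived human Csn5 enzyme; quantity: 0.24 nM enzyme; medium: Tris/NaCl/DTT buffer, pH 7.5; also added: substrate SCFSkp2-Nedd8OG, 10 nM; doses: 12.5 µM compound; schedule: 90 min reaction at room temperature; signal: FP; read-out: % inhibition of substrate cleavage by Csn5; benchmarks: substrate-only high control, full reaction low control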
* marks the source's active call; other numbers are inactive results; i = inactive; / = not tested or not shown; & = joins results of further samples. Not a hit list. About 3.9% of those tested had a hit in this group.

SMILES	LMPTP block	Tb MetRS inh	DNMT1 block	NadD inh	MsrA inhibitor	Scp1 inh	STEP block	Rpn11 inh	SUMO1-SIM PPI	CSN deneddyl inh
O=C(N1CCOCC1)N(Cc1ccccc1)c1ccccn1	-0.2	-0.1	2	0	-0.3	1	1	i	1	3
Cc1ccc(C(=O)CSc2nccn2-c2ccccc2)cc1	0.9	-1.0	0	0	1.4	4	4	i	0	3
CCCCNC(=O)C1(C)CCCCN1C(=O)c1ccno1 (centres undefined)	0.1	-0.2	2	0	-0.4	/	-3	i	-1	4
CCN1CC2=C(OC(N)=C(C#N)C2c2cccs2)/C(=C\c2cccs2)C1 (centres undefined)	4.1	-0.3	-13	20	1.4	20	3	/	-17	10
CC(C)n1c(O)c(N=NC(=O)Cn2ccc(C(F)(F)F)n2)c2ccccc21	0.7	0.7	0	-4	-0.6	-5	1	i	-18	-16
c1cncc(CNc2ccc3c(c2)OCO3)c1	-0.4	0.0	-12	1	0.6	-2	-2	i	-2	-6
COc1ccc(-c2c(-c3cc(OC)cc(OC)c3)n(C)c3ccc(-c4cccc5[nH]ccc45)cc23)cc1	3.5	0.0	-7	18	1.8	11	-2	i	-1	1
CC(C)N(C(=O)[C@H]1C[C@H](CC(=O)NCCCn2ccnc2)C(=O)N2CCc3c([nH]c4cc(-c5ccco5)ccc34)[C@]12C)C(C)C	-8.4	0.8	-3	4	0.1	-1	5	i	-9	2
O=C1NCCOC(=O)[C@H](Cc2ccc(F)cc2)C/C=C\C[C@H]1CC(=O)N(CCO)Cc1ccccc1	-0.4	0.8	0	-2	-1.3	-11	-2	i	0	-4
CCn1cc(C(=O)N2CCCC(C(=O)c3ccc4ccccc4c3)C2)cn1 (centres undefined)	2.6	-0.8	6	-5	1.1	-1	-2	i	-20	-3
COc1ccc(C)cc1N=Nc1ccc(O)c2ncccc12	4.9	-0.7	7	23	0.7	-4	4	i	-22	-4
COc1ccc(C2C(C#N)=C(N)OC3=C2C(=O)CC(C)C3)c(OC)c1OC (centres undefined)	-0.1	-0.7	3	7	0.2	-4	-4	i	-2	5
CN(CC(=O)Nc1ccc(F)cc1)S(=O)(=O)c1ccc2c(c1)c(=O)n(C)c(=O)n2C	-0.3	0.1	3	2	1.0	-3	0	i	7	0
Cc1sc2ncn(CC(=O)NCCCC(=O)N3CCN(Cc4ccc5c(c4)OCO5)CC3)c(=O)c2c1C	-0.5	-0.5	1	0	0.6	-14	-2	i	0	1
O=C(OCC1OC(n2ccc(=O)[nH]c2=O)C(Cl)C1O)c1ccccc1 (centres undefined)	-0.8	0.5	2	1	1.3	-3	0	i	-4	3
Cc1cc(=O)oc2cc(O[C@@H]3O[C@H](CO)[C@@H](O)[C@H](O)[C@H]3O)ccc12	-0.7	-0.4	-1	-4	1.8	-8	2	i	-2	2
CCOC(=O)C1(CC2CC2)CCN(Cc2cnc(-c3ccc(OC)cc3)nc2)CC1	-0.5	-0.6	-3	-10	0.6	-7	-2	i	3	0
COc1ccc(Cl)cc1C(=O)Nc1ccc2c(c1)OCO2	-0.9	0.1	-10	-1	0.5	-7	0	i	0	5
Oc1[nH]c2ccc(Br)cc2c1N=NC(=S)N1CCOCC1	-0.3	-0.8	1	11	3.1	6	1	i	-9	1
COc1ccc(-c2cc(C)nc(SCc3cccc(C(=O)O)c3)n2)cc1	-0.1	0.5	-2	7	2.1	-5	2	i	13	0
c1coc(CSCc2cn3cccnc3n2)c1	1.9	-0.6	1	4	0.9	-1	2	i	-3	-4
CC1(C)CC(=O)C2=C(C1)N(c1ccccc1)C(N)=C(C#N)C2c1ccsc1 (centres undefined)	-1.9	-0.5	-7	2	1.1	-3	-6	i	6	0
O=C(OCCN1CCCCC1)C1(c2ccccc2)CCCC1	-1.8	-0.6	1	1	0.3	-1	-4	i	1	1
N#Cc1cc([N+](=O)[O-])ccc1NC(=O)COC(=O)C1CCC(=O)N1 (centres undefined)	-3.2	0.2	6	-4	-0.6	-13	-4	i	-32	1
COc1ccc(C2C(C(=O)NCc3ccccn3)c3ccccc3C(=O)N2C)cc1OC (centres undefined)	-0.8	0.5	2	-2	0.9	-7	1	i	2	2

The closing 3 entries of the part above are carried over, then new ones follow.
SMILES	LMPTP block	Tb MetRS inh	DNMT1 block	NadD inh	MsrA inhibitor	Scp1 inh	STEP block	Rpn11 inh	SUMO1-SIM PPI	CSN deneddyl inh
O=C(OCCN1CCCCC1)C1(c2ccccc2)CCCC1	-1.8	-0.6	1	1	0.3	-1	-4	i	1	1
N#Cc1cc([N+](=O)[O-])ccc1NC(=O)COC(=O)C1CCC(=O)N1 (centres undefined)	-3.2	0.2	6	-4	-0.6	-13	-4	i	-32	1
COc1ccc(C2C(C(=O)NCc3ccccn3)c3ccccc3C(=O)N2C)cc1OC (centres undefined)	-0.8	0.5	2	-2	0.9	-7	1	i	2	2
COc1cccc(CNC(=O)CCN2C(=O)[C@@H]3Cc4ccccc4CN3C2=O)c1	0.0	0.2	-1	1	-1.0	-4	-2	i	-4	1
c1cncc(-c2nc(NCC3CCCO3)c3ccccc3n2)c1 (centres undefined)	12	-0.9	2	0	/	4	-2	i	4	-1
COc1cc(C(=O)Nc2nnc(C3CC3)s2)ccc1OCc1c(C)noc1C	0.3	-0.8	-2	-7	1.3	-5	-2	i	-3	-5
Cc1ccc(S(=O)(=O)N2CCC(C(=O)N3CCC3)CC2)cc1	-2.0	-0.3	-1	-2	-1.5	-4	-4	i	2	1
CCc1ccc(S(=O)(=O)c2cn(C)c3cc(OC)c(OC)cc3c2=O)cc1	0.3	-1.1	2	-1	0.4	1	0	i	17	3
CC(=O)NC(CC(=O)OCC(=O)c1c(N)n(C)c(=O)n(C)c1=O)c1ccccc1 (centres undefined)	-1.1	0.2	-4	-3	1.5	-9	4	i	1	6
Oc1ccc2ccccc2c1N=Nc1ccc(F)cc1	2.5	-0.1	2	-8	0.2	-10	5	i	-18	34
CCC1CCCCN1S(=O)(=O)c1ccc(C(=O)Nc2nnc(-c3ccccc3Cl)o2)cc1 (centres undefined)	-2.4	-0.3	-4	42*	/	-6	2	i	27	-1
O=C(O)c1ccc(COc2ccccc2/C=C2\NC(=O)N(Cc3ccc(F)cc3)C2=O)cc1	0.6	-0.9	3	3	1.4	63*	2	i	-10	-8
CC(=O)OCC(=O)[C@@]1(O)CC[C@H]2[C@@H]3CCC4=CC(=O)CC[C@]4(C)[C@H]3[C@@H](O)C[C@@]21C	0.2&0.3	-0.5&-0.3	-1&-5	4&-1	-0.1&1.5	-9&-6	0&0	i	4&8	3&2
COC(=O)c1ccc(NC(=O)C2CC(=O)OC2c2ccccc2)cc1 (centres undefined)	-0.2	-0.3	0	-11	0.0	-9	1	i	1	-1
COc1ccc(N=NC2C(=O)N(c3ccccc3)N=C2C)cc1 (centres undefined)	7.5	-0.4	0	-8	-0.6	11	7	i	-40	1
COc1ccc(/C(N)=N/OC(=O)c2ccc(Br)o2)cc1	0.2	-0.5	-1	-10	1.4	-1	0	i	0	2
CCC(=O)N1N=C(c2ccc(C)o2)CC1c1ccc(OC)cc1 (centres undefined)	0.5	-1.2	0	1	-0.3	-1	2	i	-7	6
CCOCc1[nH]c(=S)[nH]c(=O)c1Cc1ccc(OC(C)C)cc1	-0.5	-0.6	1	-6	0.3	-17	-2	i	-4	15
O=C1OCCC1Sc1ncnc2sc3c(c12)CCC3 (centres undefined)	-0.1	0.4	-3	2	0.8	3	1	i	1	3
CC(C)N1CC(COc2ccccc2Cl)OC1=O (centres undefined)	1.6	2.0	0	-2	-0.6	-10	1	i	1	3
CNCCOc1nc(N2CCOCC2)nc(C)c1[N+](=O)[O-]	-1.4	0.3	3	2	0.3	-1	-2	i	-5	4
COc1ccc(C2CC(=O)Oc3cc(O)cc(O)c32)cc1 (centres undefined)	-0.2	-2.3	0	-4	1.1	-13	-3	i	-5	1
CC(C)CC(=O)NC(=S)Nc1ccc(S(=O)(=O)NC(C)(C)C)cc1	2.0	-1.0	-2	-5	-0.6	-6	1	i	2	-15
CC(C)(C)c1ccc(NC(=O)c2ccc3c(c2)S(=O)(=O)c2ccccc2C3=O)cc1	-0.2	-0.2	15	28*	-0.2	-5	2	i	3	1
CSc1nc(Cc2ccccc2)cc(=O)[nH]1	-1.2	0.0	0	1	-1.2	1	0	i	2	-4
CCS(=O)(=O)c1ccc(OC)c(N=Nc2ccc(O)c3ncccc23)c1	4.6	-0.4	-2	11	-0.9	-2	2	i	-15	-4
CCn1ccc(C(=O)Nc2ccsc2C(=O)OC)n1	-0.8	0.4	2	-4	-0.3	-5	-2	i	3	-4
O=C(NC1CCCC1)C(c1ccncc1)N(C(=O)c1ccco1)c1ccccc1 (centres undefined)	-0.7	-0.5	3	-6	-0.2	-2	1	i	-2	-3

For convenience, part of the list above.
SMILES	LMPTP block	Tb MetRS inh	DNMT1 block	NadD inh	MsrA inhibitor	Scp1 inh	STEP block	Rpn11 inh	SUMO1-SIM PPI	CSN deneddyl inh
CCn1ccc(C(=O)Nc2ccsc2C(=O)OC)n1	-0.8	0.4	2	-4	-0.3	-5	-2	i	3	-4
O=C(NC1CCCC1)C(c1ccncc1)N(C(=O)c1ccco1)c1ccccc1 (centres undefined)	-0.7	-0.5	3	-6	-0.2	-2	1	i	-2	-3

More compounds
SMILES	LMPTP block	Tb MetRS inh	DNMT1 block	NadD inh	MsrA inhibitor	Scp1 inh	STEP block	Rpn11 inh	SUMO1-SIM PPI	CSN deneddyl inh
COc1ccc(NC(=O)COC(=O)C2CC(=O)N(Cc3ccc(C)cc3)C2)cc1 (centres undefined)	-0.6	0.4	2	4	-1.2	-2	-1	i	-1	3
C=CC[C@H](CC(=O)N(CCO)Cc1ccccc1)C(=O)N[C@H](COC(=O)[C@@H](CC=C)CC(=O)OC(C)(C)C)c1ccccc1	1.8	0.3	1	-4	-1.4	-6	2	i	6	-2
CC(C)CNC(=O)c1nn(Cc2ccccc2)c(=O)c2ccccc12	0.4	0.2	-1	-6	0.1	-6	0	i	-1	5
CSC1=NC2(CCCCC2)C2=C(CCCC2)N1	-0.4	-0.6	2	0	-0.3	-5	2	i	-4	3
O=C(/C=C/c1cccnc1)c1ccc([N+](=O)[O-])cc1	-1.2	-0.7	0	-2	-1.2	10	3	i	-35	5
COc1ccc(C)cc1NC(=O)CSc1nc2ccccc2nc1N1CCCCC1	4.6	0.8	2	8	1.1	-8	8	i	-2	-4
